Measles CPE: protection of cells from measles virus; AID 841; 140,000 compounds, 1.5% hits; Measles virus-infected cells, CPE protection, absorbance; protection (pct of control), % at 4 µM; in the data active = protection mostly above about 24%, no sharp cut-off; inactive = mostly below about 26%; note: some compounds called inactive have numbers as strong as hits
E-sel TNF inh: blocks E-selectin expression induced by TNF alpha; HUVEC TNFa-induced E-selectin immunofluorescence, high content; inhibition, % at 2 µM; 120,000 compounds, 0.71% hits; AID 1246;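 active = inhibition above the batch mean plus 3 SD, and confirmed as a hit on visual image review, cut at about 43% in these data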;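 note: 0% = TNF-stimulated DMSO wells and 100% = unstimulated control wells; not every result past the cut was called active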
HCT116 PTEN-null: suppresses growth of cells with PTEN deletion; 140,000 compounds, 1.2% hits; viability, % at 10 µM; HCT116 PTEN-null viability, CellTiter-Glo, 60 h; active compounds read low;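 active = viability at or below a set limit, 4 SD under the median of all tested compounds, cut at about 3.7% in these data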;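 note: PTEN knockout HCT116 line with beta catenin targeted HCT116 as companion control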
HCT116 bCat-KO: beta-catenin-lacking colon tumor cell growth suppression; HCT116 beta-catenin knockout viability, CellTiter-Glo, 60 h; active compounds read low; viability, % at 10 µM; 140,000 compounds, 1.5% hits; AID 818;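 active = viability at or under a set limit, the compound median less 4 SD, cut at about 6% in these data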;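 note: 0% = Hyamine 1622 control at 20 µM and 100% = untreated cell control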
Phagocyt inh: macrophage phagocytosis inhibition | J774A.1 macrophage IgG-bead phagocytosis, imaging | AID 1029 | 110,000 compounds, 0.07% hits | inhibition, % at 5 µM;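 active = inhibition above the mean of the plate negative controls plus 5 SD, cut at about 13% in these data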;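 note: phagocytic index as fraction of beads internalized from green versus red external bead signal; plate controls were DMSO negative control for no effect and cytochalasin-D positive control for full effect; some results beyond the cut were filed as inactive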
MRP-1 activ: activators of MRP-1. H69AR cells + doxorubicin, viability rescue, CellTiter-Glo. viability increase, % at 10 µM. 140,000 compounds, 0.61% hits;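 active = viability gain under doxorubicin at or above a set limit, the compound median plus 3 SD, cut at about 4.7% in these data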;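 note: MRP-1 overexpressing cells given doxorubicin 25 µM after compound pretreatment; 18-22 h compound pretreatment then 72 h with doxorubicin before readout; 0% = doxorubicin-only wells and 100% = vehicle-treated cells without doxorubicin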
Yeast life ext: yeast lifespan extension | 130,000 compounds, 0.68% hits | AID 775 | inhibition of the nicotinamide effect, % at 10 µM | S. cerevisiae growth with nicotinamide, OD615; deaD strain in restrictive glucose medium;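 active = inhibition above a set limit, placed 3 SD over the median of all compounds, cut at about 26% in these data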;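 note: 0% = nicotinamide-treated wells and 100% = cells grown without nicotinamide; some compounds called inactive have numbers as strong as hits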
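assay system = DeaD-strain S. cerevisiae | buffer or medium = restrictive glucose medium | reagent = 1.5 mM nicotinamide | compound = 10 µM single point, 0.25% DMSO | incubation = 48 h compound exposure at 30 °C, humidified | signal = OD615 measurement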
Yeast growth inh: chemicals that inhibit yeast BB579 growth in restrictive medium (lifespan-shortening candidates). inhibition, % at 10 µM. S. cerevisiae BB579 growth, OD615, 48 h. 140,000 compounds, 0.51% hits;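 active = inhibition above a set limit, 3 SD over the mean compound inhibition, cut at about 44% in these data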; note: inactives centre near -24
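Test system: DeaD yeast strain BB579 / Buffer or medium: restrictive glucose-based CSMM-D medium / Doses: single 10 µM dose / Schedule: 4 h cell preincubation, 48 h compound exposure, 30 °C humidified / Technique: culture absorbance at 615 nm / Controls: amphotericin B positive control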
GALR2 antag: GALR2 (human) receptor antagonism | GALR2-expressing cells, antagonist mode | inhibition, % at 4 µM | 140,000 compounds, 0.39% hits | AID 828; in the data active = inhibition above about 27%;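 note: cells stimulated with galanin 1-16 at roughly its EC80; 0% = agonist challenge control and 100% = basal control without agonist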
Target sequence (O43603 whole entry, looked up): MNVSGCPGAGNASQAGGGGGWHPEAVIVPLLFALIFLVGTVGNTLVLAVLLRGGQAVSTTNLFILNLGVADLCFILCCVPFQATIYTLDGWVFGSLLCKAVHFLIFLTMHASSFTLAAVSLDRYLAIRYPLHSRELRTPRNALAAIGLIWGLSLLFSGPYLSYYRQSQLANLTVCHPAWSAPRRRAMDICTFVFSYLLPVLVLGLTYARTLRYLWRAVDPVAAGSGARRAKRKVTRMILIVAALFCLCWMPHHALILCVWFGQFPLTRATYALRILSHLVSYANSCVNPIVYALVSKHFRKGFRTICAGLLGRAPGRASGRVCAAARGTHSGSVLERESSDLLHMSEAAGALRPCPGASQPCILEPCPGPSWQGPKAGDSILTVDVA
NPY-Y2 antag: NPY-Y2 (human) receptor antagonism; NPY-Y2 expressing cells, antagonist mode; inhibition, % at 2.7 µM; AID 793; 140,000 compounds, 0.99% hits; in the data active = inhibition above about 17%;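 note: 0% = vehicle with agonist challenge and 100% = reference antagonist with challenge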
Target sequence (P49146 whole entry, looked up): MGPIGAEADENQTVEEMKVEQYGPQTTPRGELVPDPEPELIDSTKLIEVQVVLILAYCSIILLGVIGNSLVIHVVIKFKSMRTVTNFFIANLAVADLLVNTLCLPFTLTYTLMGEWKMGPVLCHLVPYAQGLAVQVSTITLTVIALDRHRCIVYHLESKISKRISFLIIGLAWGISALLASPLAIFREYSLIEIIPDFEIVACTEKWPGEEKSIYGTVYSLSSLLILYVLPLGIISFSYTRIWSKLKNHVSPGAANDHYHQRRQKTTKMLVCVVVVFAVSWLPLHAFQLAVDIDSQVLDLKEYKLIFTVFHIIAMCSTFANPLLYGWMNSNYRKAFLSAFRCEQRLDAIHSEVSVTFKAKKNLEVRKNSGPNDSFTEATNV
An asterisk follows results filed as active; · = no result given.

SMILES	Measles CPE	E-sel TNF inh	HCT116 PTEN-null	HCT116 bCat-KO	Phagocyt inh	MRP-1 activ	Yeast life ext	Yeast growth inh	GALR2 antag	NPY-Y2 antag
CCCn1cc(SCC(=O)Nc2nnc(C)s2)c2ccccc21	27	-27	102	94	0	-3.7	-4	-22	6	2
CCOC(=O)Cc1nnc(NC(=O)CC)s1	11	34	83	76	-1	-2.8	-14	-8	-5	2
CCOC(=O)C(C)On1c(-c2ccc(Cl)cc2)nc2ccc([N+](=O)[O-])cc21 (centres undefined)	2	-20	61	56	-1	-0.3	-14	-51	-11	13
COc1cccc(OC)c1-c1nn2c(-c3ccccc3Cl)nnc2s1	5	7	85	85	0	-0.3	-21	-64	11	3
CN(CC(=O)NC(=O)NCc1ccccc1)Cc1ccc(Cl)c(Cl)c1	9	·	94	94	-4	0.3	-3	-34	7	15
COc1c(N2CCN(C(=S)Nc3ccc(F)cc3)C(C)C2)c(F)cc2c(=O)c(C(=O)O)cn(C3CC3)c12 (centres undefined)	3	7	93	95	·	-2.4	-23	-33	-4	1
Cc1ccc(CNC(=O)c2ccc(N3CCc4ccccc43)c([N+](=O)[O-])c2)cc1	5	18	78	77	-11	-0.4	-1	-31	2	2
N#Cc1cc(C(=O)c2cc(Br)ccc2O)cn(C2CC2)c1=O	5	·	85	91	0	-1.2	-24	-12	14	-1
O=C(NCc1ccccc1Cl)C1CCN(C(=O)c2sccc2-n2cccc2)CC1	9	17	78	80	0	-2.2	-1	-29	11	1
O=C(CCn1cccc1)NC1CCCc2ccccc21 (centres undefined)	6	·	96	97	0	-0.8	8	-19	-20	4
COc1cc(CNCC(C)C)cc(Br)c1OCC(=O)Nc1ccccc1	11	-12	76	78	·	-5.3	·	-23	-9	7
COc1ccccc1CC(=O)N1CCCc2ccccc21	4	-7	90	101	-1	-1.4	-6	-51	2	-1
CC(C)(CC(=O)O)Cc1nc(-c2ccc(Cl)cc2)no1	8	·	110	103	0	-0.3	-6	-35	-2	10
O=C(/C=C\Nc1ccc2c(c1)OCO2)c1ccccn1	9	16	60	75	·	0.0	-17	-17	3	0
COc1ccc(CCNC(C)=O)cc1	14	21	108	109	-1	-0.7	-4	-51	-7	3
CC1(C)CC2(CC(C)(C)N1)OC(=O)N1CCc3ccccc3C12C (centres undefined)	3	-6	92	92	0	-0.5	-9	0	13	3
COC(=O)C1C(=O)NC(SC)=C(C#N)C1c1ccccc1 (centres undefined)	8	5	104	94	·	-2.6	-12	-4	3	1
COc1cc(C(N)=O)cc(Br)c1OC	2	16	79	93	·	-1.1	-11	-42	4	1
CCOC(=O)C1CSC(CC(=O)Nc2ccc(Cl)cc2)C(=O)N1 (centres undefined)	4	19	85	89	0	0.5	-9	-57	7	-1
Cc1ccc(S(=O)(=O)NCCCNC(=O)c2ccccc2)cc1	18	-26	107	98	5	-0.6	-2	22	-8	1
Cn1cnnc1SCC(=O)Nc1ccc2nc(SCc3ccccc3Cl)sc2c1	21	22	98	57	·	0.1	·	-29	-9	-4
COc1ccc(Cl)cc1C(=O)Nc1ccccc1N1CCN(C)CC1	7	-18	50	53	0	-3.1	-4	-45	-10	1
CCOC(=O)NC(=O)C(=CNc1ccccc1OC)C(=O)NC(=O)OCC	1	-19	101	94	-2	-2.3	-2	-48	8	2
CCSc1nc2ccccc2n1C(=O)c1ccc(S(=O)(=O)N2CCCCC2)cc1	22	2	103	91	·	-1.3	-8	-38	4	-1
COc1ccc(N2C(=O)C3CCCN3C2c2ccc(F)cc2)cc1Cl (centres undefined)	29	-8	95	93	·	-2.0	-4	-12	1	0
COc1ccccc1OCC(=O)OCn1c(SC)nnc(C)c1=O	2	·	98	96	8	0.1	-2	-26	0	2
Cc1cnc(C(=O)Nc2cc(S(=O)(=O)N3CCOCC3)ccc2N2CCN(C)CC2)cn1	12	·	97	92	-1	-2.9	-2	-3	-20	1
CCOC(=O)c1c(C)n(C)c2ccc(OC(=O)c3ccoc3)cc12	39*	5	98	93	·	-1.3	-24	-41	-12	0
CC1Cc2ccccc2C(=O)N1 (centres undefined)	12	-14	103	105	-1	1.5	-14	-17	1	0
Cn1cccc1Cc1nnc(SCC(=O)Nc2cccc(F)c2)n1CCc1ccccc1	12	34	72	72	1	-5.3	-6	-29	-10	1

A second format for 11 compounds above:
Compound | Measles CPE | E-sel TNF inh | HCT116 PTEN-null | HCT116 bCat-KO | Phagocyt inh | MRP-1 activ | Yeast life ext | Yeast growth inh | GALR2 antag | NPY-Y2 antag
COc1cc(C(N)=O)cc(Br)c1OC | 2 | 16 | 79 | 93 | · | -1.1 | -11 | -42 | 4 | 1
CCOC(=O)C1CSC(CC(=O)Nc2ccc(Cl)cc2)C(=O)N1 (centres undefined) | 4 | 19 | 85 | 89 | 0 | 0.5 | -9 | -57 | 7 | -1
Cc1ccc(S(=O)(=O)NCCCNC(=O)c2ccccc2)cc1 | 18 | -26 | 107 | 98 | 5 | -0.6 | -2 | 22 | -8 | 1
Cn1cnnc1SCC(=O)Nc1ccc2nc(SCc3ccccc3Cl)sc2c1 | 21 | 22 | 98 | 57 | · | 0.1 | · | -29 | -9 | -4
COc1ccc(Cl)cc1C(=O)Nc1ccccc1N1CCN(C)CC1 | 7 | -18 | 50 | 53 | 0 | -3.1 | -4 | -45 | -10 | 1
CCOC(=O)NC(=O)C(=CNc1ccccc1OC)C(=O)NC(=O)OCC | 1 | -19 | 101 | 94 | -2 | -2.3 | -2 | -48 | 8 | 2
CCSc1nc2ccccc2n1C(=O)c1ccc(S(=O)(=O)N2CCCCC2)cc1 | 22 | 2 | 103 | 91 | · | -1.3 | -8 | -38 | 4 | -1
COc1ccc(N2C(=O)C3CCCN3C2c2ccc(F)cc2)cc1Cl (centres undefined) | 29 | -8 | 95 | 93 | · | -2.0 | -4 | -12 | 1 | 0
COc1ccccc1OCC(=O)OCn1c(SC)nnc(C)c1=O | 2 | · | 98 | 96 | 8 | 0.1 | -2 | -26 | 0 | 2
Cc1cnc(C(=O)Nc2cc(S(=O)(=O)N3CCOCC3)ccc2N2CCN(C)CC2)cn1 | 12 | · | 97 | 92 | -1 | -2.9 | -2 | -3 | -20 | 1
CCOC(=O)c1c(C)n(C)c2ccc(OC(=O)c3ccoc3)cc12 | 39* | 5 | 98 | 93 | · | -1.3 | -24 | -41 | -12 | 0

(cont.)
SMILES	Measles CPE	E-sel TNF inh	HCT116 PTEN-null	HCT116 bCat-KO	Phagocyt inh	MRP-1 activ	Yeast life ext	Yeast growth inh	GALR2 antag	NPY-Y2 antag
CNC(=S)N1N=C(c2ccc(OC)cc2)CC1c1ccc(N(C)C)cc1 (centres undefined)	1	-67	80	89	-4	0.0	-22	-33	15	1
COc1ccc(S(=O)(=O)N(C)CC(=O)N2CCC(C(N)=O)CC2)cc1	7	13	103	89	-1	-0.7	-16	-33	-4	0
COc1ccccc1N/C(=N/S(=O)(=O)c1ccc(C)cc1)c1ccc(Cl)cc1	14	-50	67	80	·	-4.0	1	-21	-1	3
CCOC(=O)Nc1cc(C)ccc1OC	9	-26	72	90	0	-0.4	-18	-5	-1	2
CC1CCN(C(=S)c2cn(Cc3cccc(F)c3)c3ccccc23)CC1	2	2	84	93	-4	-1.7	-6	11	7	15
O=C(CNC(=O)c1ccco1)NCC(=O)OCc1ccc(Cl)cc1	12	12	109	101	0	-1.0	-8	-55	-7	2
O=C(O)CCSc1nnnn1-c1ccccc1	5	-9	95	108	-1	-3.5	-16	5	1	2
COCc1nc2ccccc2n1Cc1ccccc1Br	6	·	74	64	0	-0.1	-7	-56	-10	5
COc1cc(S(=O)(=O)Nc2ncccc2C)c(OC)cc1Cl	29	-11	89	86	1	-1.5	-4	-22	7	1
COc1ccc(N=C2S/C(=C\c3ccc(C)s3)C(=O)N2CC(C)C)cc1	5	22	64	62	·	-3.1	-5	-34	-10	1
O=C1CC(SCc2nc3ccccc3[nH]2)C(=O)N1c1cccc(F)c1 (centres undefined)	19	18	93	91	-1	-2.2	-11	-23	-11	5
N#Cc1c(NC(=O)c2cc(C3CC3)on2)sc2c1CCC2	3	·	36	37	0	-3.2	-3	-16	·	·
CCN(CCCNC(=O)CCc1nc(-c2ccc(C)cc2)no1)c1cccc(C)c1	37	1	70	75	-1	-0.6	-3	-36	-3	4
COc1ccc(N2CCN(CC(=O)Nc3cccc(S(=O)(=O)N4CCOCC4)c3)CC2)cc1	9	·	91	84	-7	-1.0	4	-15	12	1
CCOc1nc(N2CCCCC2)nc(-n2cc(-c3ccccc3)nn2)n1	11	1	100	98	·	0.1	-14	-39	6	2
O=C(C1CCCCC1)N1CCN(c2ccccc2F)CC1	10	-16	94	95	-1	-1.4	-3	-22	-13	2
COc1cc(S(=O)(=O)Nc2cccnc2)ccc1F	6	-12	93	92	-2	0.1	1	-22	-4	1
O=C(Nc1ccc2c(c1)OCCO2)c1coc2ccccc2c1=O	3	20	82	88	-9	-4.0	-9	-29	5	4
COc1ccc(C(=O)CSc2nccc(=O)[nH]2)cc1	4	12	98	92	4	-1.0	-1	-23	3	5
CC(C)(C)c1ccc(NC(=S)NCc2cccs2)cc1	4	2	87	89	-1	-4.2	4	29	16	-2
S=C(c1ccc(-c2ccccc2Cl)o1)N1CCOCC1	9	-19	90	86	0	-3.2	-7	-8	5	1
COc1ccc(NC(=O)C2C(=O)N(C)C3(C)CC2c2ccccc2O3)cc1 (centres undefined)	6	·	97	94	0	-1.7	-4	0	2	6
Cc1ccc(COn2c(-c3ccc(Cl)cc3)nc3ccc([N+](=O)[O-])cc32)cc1	12	15	18	8	0	-5.7	-22	-49	3	6
CCCCCCC(C)n1[nH]c(=O)c2c(C)cc(=O)[nH]c21 (centres undefined)	9	-7	60	64	0	-2.1	-12	-48	-3	5
COCC(=O)N=Nc1c(O)[nH]c2ccccc12	31	14	105	82	-8	-0.4	-1	-39	-31	-1
Cc1cccc(/C=N/c2sc3c(c2C(=O)OC(C)(C)C)CCN(C)C3)c1O	7	-11	87	86	-11	-2.0	-1	-37	-4	5
Cc1ccc(-c2nnc3n2CCCCC3)cc1	29*	-20	92	88	1	-0.9	1	-24	-3	5
CCOC(=O)c1c(P(=O)(N2CCOCC2)N2CCOCC2)noc1N	9	-23	105	99	0	-1.4	-4	-78	-3	3
O=C(c1ccccc1F)N1CCN(S(=O)(=O)c2ccc(S(=O)(=O)N3CCCCC3)cc2)CC1	3	·	92	82	·	-1.4	5	-86	0	1
CCOc1ccc(C(=O)Nc2c3c(nn2-c2cccc(Cl)c2)CS(=O)C3)cc1 (centres undefined)	29	6	89	81	·	-2.4	·	-6	10	5
